Screening results as filed in PubChem.
RNase H inhibition: RNase H inhibition, HIV 1 Gag Pol polyprotein, FRET biochemical assay, screening (AID 372); inhibition, % at 10 µM, or IC50 in µM where a hit was titrated; 100,000 tested, 0.77% active; HIV-1 RT RNase H, FRET RNA/DNA substrate fluorescence; higher % means a stronger effect; in the data active means inhibition above about 50%
Numbers without * were called inactive. These rows are one share of the data (hit frequency here may not be typical).

SMILES	RNase H inhibition
O=C(N/N=C\c1ccc[nH]1)c1cccs1	5.0%
Cc1ccc(NS(=O)(=O)c2ccc(Cl)cc2)cc1	2.0%
O=S(=O)(O)c1ccc2nc(-c3ccccc3)[nH]c2c1	12.0%
CCCN(CCC)C(=O)c1ccc([N+](=O)[O-])o1	15.0%
COC(=O)c1ccccc1NC(=O)CCOc1ccccc1	12.0%
COc1ccc(COC(=O)C2=C(C)NC(=O)NC2c2ccc(Cl)cc2)cc1 (stereo not given)	31.0%

Exported as a markdown table: entries from further up.
| SMILES | RNase H inhibition |
| --- | --- |
| COc1ccc(COC(=O)C2=C(C)NC(=O)NC2c2ccc(Cl)cc2)cc1 (stereo not given) | 31.0% |
| O=S(=O)(O)c1ccc2nc(-c3ccccc3)[nH]c2c1 | 12.0% |
| COC(=O)c1ccccc1NC(=O)CCOc1ccccc1 | 12.0% |
